Source: PubChem BioAssay
Giardia killer – Small Molecules that selectively kill Giardia lamblia: qHTS; 340,000 compounds, 0.15% hits; activity change, % at 7.66 µM, hits read low; Giardia lamblia trophozoite viability; in the data active means activity change below about -80%; inconclusive means between about -30% and that limit;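 further: parasites exposed to compound for two days anaerobically before the ATP read; on the % scale 0 is the no-effect control and ±100 the full control effect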
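Anaerobic 48 hrs incubation at 37 deg C of 100 trophozoites/well with test compounds; ATPLite 1-Step luminescence, 15-30 min RT, reports cellular ATP as viability.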
Coupling enz – qHTS Assay for Inhibitors of Fructose-1,6-bisphosphate Aldolase from Giardia Lamblia: Coupling assay counterscreen; activity change, negative = inhibition, % at 58.2 µM, hits read low; coupling enzyme system counterscreen, AmpLite Red fluorescence; AID 2472, 2010; 290,000 compounds, 0.67% hits; in the data active means activity change below about -30%; further: on the % scale 0 is the no-effect control and ±100 the full control effect
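Final compound at 57.5 uM, incubated 10 min at RT with coupling enzyme reagent (glyceraldehyde-3-phosphate), then 20 min with substrate and AmpLite Red detection. Fluorescence read at 525/598 nm; tests interference with the coupling assay, not aldolase inhibition.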
GALK inhibitor – qHTS Assay for Inhibitors of Human Galactokinase (GALK); 270,000 compounds, 0.007% hits; Potency, µM (doses to about 57.5 µM), without a hit: at the top dose activity change, negative = inhibition, usual class: inhibitors; Purified GALK, Kinase-Glo residual ATP luminescence; P51570; further: potency means the concentration at half of the fitted maximal effect; on the % scale 0 is the no-effect control and ±100 the full control effect
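Human GALK (5 nM) with 35 uM ATP and 100 uM galactose in 20 mM HEPES pH 8.0, 5 mM MgCl2, 60 mM NaCl, 1 mM DTT, 0.01% BSA. After 1 h at room temperature, leftover ATP was read by Kinase-Glo Plus luminescence.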
PKM2 act – qHTS Assay for Activators of Human Muscle isoform 2 Pyruvate Kinase; 260,000 compounds, 0.34% hits; Potency, µM (series often up to 57.5 µM), without a hit: at the highest dose activation, actives largely listed as activators; AID 1631, 2009; Pyruvate kinase PKM (Homo sapiens), P14618; purified PKM2, Kinase-Glo ATP luminescence, activation; response scale: 0% is enzyme alone, no compound; further: potency means the concentration at half of the fitted maximal effect; on the % scale 0 is the no-effect control and ±100 the full control effect; nearly all actives have a fitted effect of over 55% in size
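hPK-M2, >95% pure; 0.1 mM ADP / 0.5 mM PEP final; imidazole pH7.2 buffer w/ 7 mM MgCl2, 50 mM KCl; 1 h RT; Kinase-Glo lum. Intermediate enzyme activity for dual inhibitor/activator qHTS.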
KCNH2 WT inh – qHTS for Inhibitors of KCHN2 3.1: Wildtype qHTS; AID 720551, 2013; activity change, % at 1.84 µM; Voltage-gated inwardly rectifying potassium channel KCNH2 (Homo sapiens), Q12809; U2OS, BacMam KCNH2, thallium flux FluxOr; stronger effect = lower value; 340,000 compounds, 0.37% hits;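 active means maximum activity change below -70%; inconclusive means maximum activity change between -70% and -50%; inactive means maximum activity change above -50%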; further: on the % scale 0 is the no-effect control and ±100 the full control effect
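U2OS cells were transduced with wild-type KCNH2 virus (2.03 x 10^8 / mL) for 4 h at room temperature, then cultured overnight at 37 C. Thallium flux was read with FluxOr dye. Rate constants were normalized to DMSO controls.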
B2AR arrestin – qHTS assay of beta-arrestin-biased ligands of beta2-adrenergic receptor; Potency, µM (titrated, usually from 46.1 µM), without a hit: at the top dose activation, actives largely listed as activators; beta-arrestin recruitment to beta2AR, cell-based reporter; Beta-2 adrenergic receptor (Homo sapiens), P07550; 330,000 compounds, 0.02% hits;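 further: potency means the concentration at half of the fitted maximal effect; 0% = DMSO controls and full agonism = EC100 isoproterenol or metaproterenol; nearly all actives have a fitted effect of over 65% in size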
KCNH2 3.1 inh – qHTS for Inhibitors of KCHN2 3.1: Mutant qHTS. Potassium voltage-gated channel subfamily H member 2, brain isoform KCNH2 3.1 (human). U2OS KCNH2 3.1, thallium flux FluxOr; stronger effect = lower value. activity change, % (tested at about 1.8 µM). 340,000 compounds, 0.95% hits. AID 720553, 2013;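 active means maximum activity change below -70%; inconclusive means maximum activity change from -70% to -50%; inactive means maximum activity change above -50%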;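 further: thallium influx rate constant from kinetic fluorescence after stimulation buffer; on the % scale 0 is the no-effect control and ±100 the full control effect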
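Steps: virus added to U2OS suspension (4 h, RT, dark); medium with 10% FBS added, cells plated, 37 C overnight; FluxOr/Red40 loading buffer 45 min RT; stimulation buffer, 2 min kinetic read; rate constant normalized.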
TRPV1 ag – HTS Assay for Compounds that Act as Agonists of the Vanilloid Receptor 1 | Transient receptor potential cation channel subfamily V member 1 (Homo sapiens), Q8NER1 | TRPV1-expressing cells, Fluo-8 calcium influx, agonist mode | activation, % at 8.33 µM | 320,000 compounds, 0.19% hits | AID 540275, 2011; in the data active means activation above about 80%; inconclusive means between about 30% and that limit; further: 0% is about no effect
Target sequence (Q8NER1 whole entry, looked up): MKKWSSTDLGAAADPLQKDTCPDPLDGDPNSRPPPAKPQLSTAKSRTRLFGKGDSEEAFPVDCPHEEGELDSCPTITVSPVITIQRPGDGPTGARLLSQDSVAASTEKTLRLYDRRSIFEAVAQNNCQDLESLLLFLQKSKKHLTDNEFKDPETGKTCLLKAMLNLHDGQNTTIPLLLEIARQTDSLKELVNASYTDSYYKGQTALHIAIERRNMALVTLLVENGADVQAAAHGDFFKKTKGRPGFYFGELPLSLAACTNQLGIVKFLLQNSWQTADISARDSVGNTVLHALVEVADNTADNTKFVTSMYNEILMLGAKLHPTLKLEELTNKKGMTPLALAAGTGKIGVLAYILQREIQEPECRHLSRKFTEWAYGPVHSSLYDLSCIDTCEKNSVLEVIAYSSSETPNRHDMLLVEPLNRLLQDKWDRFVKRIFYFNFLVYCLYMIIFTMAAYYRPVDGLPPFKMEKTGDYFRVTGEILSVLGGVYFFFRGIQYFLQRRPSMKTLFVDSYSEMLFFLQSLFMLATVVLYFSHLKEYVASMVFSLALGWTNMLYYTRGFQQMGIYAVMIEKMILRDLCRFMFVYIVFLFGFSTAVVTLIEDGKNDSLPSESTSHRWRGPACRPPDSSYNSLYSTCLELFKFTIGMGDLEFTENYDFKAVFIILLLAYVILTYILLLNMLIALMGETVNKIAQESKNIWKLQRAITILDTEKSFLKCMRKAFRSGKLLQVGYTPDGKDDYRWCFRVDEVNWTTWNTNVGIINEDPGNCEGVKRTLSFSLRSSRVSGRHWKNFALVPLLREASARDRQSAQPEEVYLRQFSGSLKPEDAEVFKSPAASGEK
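Cells expressing TRPV1 were dye-loaded with Fluo-8 and read kinetically: 10 s baseline, 3 min after compound (agonist portion), then 2 min after EC20 capsaicin (allosteric enhancer portion). Calcium-bound dye fluorescence at 480/520 nm.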
Menin MLL FP TR – qHTS Assay for Inhibitors Targeting the Menin-MLL Interaction in MLL Related Leukemias: Competition With Texas Red Labeled MLL-derived Mutant Peptide; Potency, µM (series often up to 61.6 µM), for the others: top-dose FP activity change, negative = inhibition, usual class: inhibitors; AID 1768, 2009; 270,000 compounds, 0.23% hits; Menin + Texas Red MLL mutant peptide, fluorescence polarization; O00255; active means well fitted inhibition curve with a large enough effect in the polarisation, with a control signal flat, not every such curve was filed as active; inconclusive means small, poorly fitted or top-dose-only effect, or effect the other way, or a change in a side signal; inactive means no such curve, though single readings can be large or run the other way; the % refers to the polarisation; further: potency means the concentration at half of the fitted maximal effect; % of control where 0% means no effect; many of its hits are not listed in these tables
CXXC DNA block – qHTS Fluorescence Polarization Assay for Inhibitors of MLL CXXC domain - DNA interaction; MLL-CXXC / FITC-HOXA9 DNA fluorescence polarization; Potency, µM (highest dose often 115 µM), inactives show at the top dose activity change, negative = inhibition, most hits filed as inhibitors; 290,000 compounds, 0.037% hits; AID 2662, 2010; active means well fitted inhibition curve with a large enough effect in the polarisation, with a control signal flat, not every such curve was filed as active; inconclusive means small, poorly fitted or top-dose-only effect, or effect the other way, or a change in a side signal; inactive means no such curve, though single readings can be large or run the other way; the % refers to the polarisation; further: potency means the concentration at half of the fitted maximal effect
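Purified MLL-CXXC (added from a 7 uM solution) was preincubated 5 min at ambient with pinned compounds in 50 mM Tris-HCl pH 7.5, 50 mM NaCl, 1 mM DTT, 0.05% BSA. Fluorescein-labeled HOX-A9 DNA (50 nM solution) followed, 30 min, then polarization read.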
USP2a block – qHTS Assay for Inhibitors of Ubiquitin-specific Protease USP2a Using CHOP2 as the Reporter. USP2 core, Ub-CHOP2 coupled fluorogenic reporter, 485/531. Potency, µM (titrated, usually from 38.3 µM), inactives show at the top dose activity change, negative = inhibition, hits mostly inhibitors. 330,000 compounds, 0.01% hits;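 further: potency means the concentration at half of the fitted maximal effect; plate controls were DMSO wells for no effect and full inhibition by NEM control for full effect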
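USP2 core (10nM final) preincubated 30min RT with compound in 20mM Tris-HCl pH 8.0, 2mM CaCl2, 2mM beta-mercaptoethanol, 0.05% CHAPS; 25nM Ub-CHOP2 plus 25nM reporter substrate added, fluorescence (Ex485/Em531) read after 60min.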
* marks the source's active call; other numbers are inactive results; ? = inconclusive; / = not tested or not shown; & = joins results of further samples; [ ] = remark or other dose. Unless noted, the call rests on the fitted dose curve; in most records, active means well fitted curve in the direction sought with a large enough effect; inconclusive means small, poorly fitted or top-dose-only effect, or another doubt; inactive means no such curve, though single readings can be large; an effect the other way counts as inactive or inconclusive. These rows are one share of the data; rates above refer to the full screens.

SMILES	Giardia killer	Coupling enz	GALK inhibitor	PKM2 act	KCNH2 WT inh	B2AR arrestin	KCNH2 3.1 inh	TRPV1 ag	Menin MLL FP TR	CXXC DNA block	USP2a block
C=CCn1c(SCC(=O)NCc2ccc3c(c2)OCO3)nnc1-c1cccnc1	10	-1	4%	-7%	-6	0.2%	1	1	-13%	4%	5%
COc1ccc(/C=C/C(=O)NC(=S)NNC(=O)c2c(-c3ccccc3)noc2C)cc1	-9	13	0%	8%	-30	-0.5%	2	-4	?	5%	-2%
CCC1CCC(C(=O)NC(C(=O)NCCN2CCOCC2)C(C)C)CC1 (stereo not given)	4	-1	-1%	-6%	-1	-0.2%	-5	-2	-25%	0%	3%
O=C(NC1CCCc2ccccc21)c1cc(F)cc(F)c1 (stereo not given)	-9	-4	0%	/	3	8.6%	4	11	23%	-6%	0%
Nc1ncc(Br)cc1N=Cc1ccccc1	-28	-48*	-1%	-15%	2	-0.4%	0	4	1%	14%	23%
COC(=O)c1ccc(NC(=S)NCc2ccco2)cc1	11	1	12%	0%	-9	0.3%	-2	28	14%	7%	0%
CC1=C(C(N)=O)C(c2cccs2)n2nc(-c3cccc(C)c3)nc2N1 (stereo not given)	-17	-1	-1%	0%	-12	-0.9%	1	13	-16%	-4%	-1%
COc1ccc(CNC(=O)Cn2nc(C)n3cccc3c2=O)cc1	?	0	1%	/	-24	-0.3%	-9	3&0	0%	7%	-1%
COc1ccc(N2CCN(C(=O)CCc3ccc(S(=O)(=O)NC(C)C)cc3)CC2)cc1	-1	1	0%	-2%	6	-0.3%	2	2	-8%	3%	-1%
Cc1ccc(S(=O)(=O)N2CCCC2)cc1C(=O)N1CCC(C)CC1	-17	/	-4%	-4%	-10	4.0%	/	3	/	0%	0%
COc1ccc(C(CNC(=O)c2ccc(S(=O)(=O)N3CCOCC3)cc2)N2CCCCC2)cc1 (stereo not given)	-13	0	-4%	16%	22	0.1%	12	1	5%	3%	-3%
Cn1nnnc1SCCNCc1ccccc1OCc1ccccc1Cl	-16	1	0%	-28%	7	0.2%	-8	10	?	30%[activator]	2%
C/C=C\C=C\C(=O)N1CC2(CC(c3cccc(NC(=O)COc4ccc(Cl)cc4)c3)=NO2)C[C@H]1C(N)=O (stereo not given in full)	9	0	1%	16µM*	-33	2.7%	?	0	/	-1%	5%
CCOC(=O)N1CCN(Cc2nc(N)nc(Nc3ccccc3C)n2)CC1	11	0	0%	-4%	4	0.2%	-2	-1	-3%	1%	-11%
CC(=O)c1ccc(Nc2nc3ccc(C)cc3n3cnnc23)cc1	-1	-2	-3%	/	7	-0.8%	-1	0	20%	0%	2%
Cc1ccc(NC(=O)c2cccc(S(C)(=O)=O)c2)cc1	-14	0	-2%	-23%	6	0.1%	0	?	-2%	-5%	0%
COc1ccccc1CNC(=O)CCSCc1cccc(Cl)c1	9	5	-3%	1%	-7	0.2%	-10	?	-15%	4%	0%
COC(=O)C(Cc1ccccc1)NC(=O)CSc1nc(C)cc(=O)[nH]1 (stereo not given)	-3	2	3%	-15%	6	0.6%	25	0	-7%	4%	-1%
[O-]/[N+](=C\c1ccccc1)c1ccc(Br)cc1	0	/	/	/	16	-1.1%	-19	0	/	/	0%
COc1cccc(NS(=O)(=O)c2ccc3[nH]cc(C(=O)NC4CC4)c(=O)c3c2)c1	3	0	1%	23%	14	-0.4%	3	3	26%	1%	1%
CCOC(=O)Cc1csc(N)n1	10	1	3%	4%	-5	0.3%	9	-5	7%	-5%	-1%
CCOc1cc(/C=C(\C#N)C(=O)Nc2ccc(S(N)(=O)=O)cc2)ccc1OCCN1CCOCC1	-3	-1	-3%	1%	4	-0.7%	/	3	0%	?	0%
C=C1C(C(=O)Nc2ccc(F)cc2)C1C(=O)Nc1ccc(F)cc1 (stereo not given)	22	1	13%	-4%	2	-0.1%	3	8	-17%	5%	-2%
O=C1CC(c2ccco2)CC2=C1C(c1ccccc1)n1nc(C(F)(F)F)nc1N2 (stereo not given)	-2&14	-4	0%	4.5µM*	-2	?	-17	0&-5	?	-13%	-1%
COCCCNS(=O)(=O)c1ccc2[nH]c(=O)[nH]c2c1	13	1	2%	3%	1	-0.3%	29	-3	/	-1%	-4%
COc1ccc(C(=O)NNC(=S)NC(=O)c2cccs2)cc1	-5	3	-1%	0%	-1	-1.0%	17	3	0%	1%	4%
CSCCC(NC(=O)COc1ccccc1)C(=O)N(C)CC(=O)Nc1c(C)cccc1C (stereo not given)	21	/	/	/	-1	-1.1%	6	0	/	/	2%
CC1CCN(C(=O)CN2C(=O)C(C)(C)Oc3ccc(C(=O)NC(C)C)cc32)CC1	10	0	-1%	-5%	4	0.0%	-4	-2	2%	4%	0%
CCOC(=O)C(NC(C)=O)(OCc1ccccc1)C(F)(F)F (stereo not given)	-8	1	/	0%	-5	-2.7%	-1	-1	0%	-6%	2%
Cc1cc(C)nc(NN2C(=O)/C(=C/c3ccc(O)cc3)SC2=S)n1	-21	1	-4%	4%	18	-0.2%	1	16	32%[activator]	?	14%
O=C(CC12CC3CC(CC(Br)(C3)C1)C2)OCCN1CCCCC1	7	1	-8%	5%	6	0.2%	6	6	?	4%	0%
Cc1onc(-c2c(F)cccc2Cl)c1C(=O)N1CCN(S(C)(=O)=O)CC1	-1	-1	1%	-26%	-1	-0.1%	7	-9	-15%	7%	2%
O=C(O)C1CCCN1S(=O)(=O)c1ccc(F)cc1 (stereo not given)	-3	9	5%	/	1	6.3%	-30	-2	12%	4%	1%
Cc1cccc(CSCCNC(=O)CN(c2cc(C)cc(C)c2)S(C)(=O)=O)c1	11	-3	4%	-2%	-8	-0.1%	-9	23	/	4%	0%
O=C(CSc1n[nH]c(-c2ccc(Br)cc2)n1)NC1CCCC1	-1	/	/	/	-17	-0.5%	-4	/	/	/	2%
CCOn1c(-n2nc(C)cc2C)nc2ccccc2c1=O	-26	0	0%	4%	-14	0.2%	-6	-4	/	2%	4%
COc1cc(NS(=O)(=O)c2ccc(N)cc2)ncn1	/	1&2&3	4%	1%	/	0.1%	/	3	-4%	-1%	1%
Cc1cc(NC(=O)C(=O)c2c(C)[nH]c3ccccc23)no1	-18	-2	-1%	-4%	-5	-0.1%	15	3	16%	7%	0%
COc1ccc(NC(=O)CC2(CC(=O)O)CCCC2)cc1	-3	0	2%	/	-14	0.8%	0	-5	1%	1%	0%
CN(CC(=O)Nc1cccc(F)c1)C(=O)c1ccc(C2SCCS2)cc1	15	/	/	/	-5	2.7%	3	-4	/	/	0%
O=c1[nH]c2c(s1)C(c1ccc(O)cc1)C1C3CCC(C3)C1S2 (stereo not given)	3	-1	-4%	6%	0	0.1%	-4	-1	10%	2%	0%
Cc1ccc(-c2cc(C(=O)NCc3ccco3)c3ccccc3n2)o1	0	-1	0%	?	2	-0.5%	-3	1	?	-14%	4%
CC(C)=N/N=C1\NC(=O)C(C)S1 (stereo not given)	-1	-1	-1%	0%	7	-0.6%	8	2	/	-8%	1%
Cc1ccc(-c2c(C#N)c(N)n(-c3ccc(C)cc3)c(=O)c2C#N)cc1	4	0	-2%	0%	1	-0.4%	-7	-6	?	10%	0%
N=C1/C(=C\c2ccc(-c3cccc(Cl)c3)o2)C(=O)N=C2SC=C(c3ccccc3)N12	2	-4	0%	-9%	6	0.2%	3	4	?	2%	?
COc1cc(C(C)=O)ccc1OCC(=O)OCCCOC(=O)COc1ccc(C(C)=O)cc1OC	-15	0	-2%	-1%	6	1.9%	-2	1	-2%	?	2%
CC(C)CN1CCC(C(=O)N2CCN(c3ccccc3F)CC2)CC1	-5	0	/	2%	5	-0.7%	31	3	0%	7%	6%
O=C(CSc1ccc(-c2cccc([N+](=O)[O-])c2)nn1)NCc1ccccc1	25	0	0%	2%	8	0.0%	2	3	1%	0%	1%
